TDP1 inh: qHTS Assay for Inhibitors of Tyrosyl-DNA Phosphodiesterase (TDP1). hit rate 0.28% among 350,000. Potency, µM (doses to about 130 µM), without a hit: top-dose activity change, negative = inhibition, usual class: inhibitors. recombinant TDP1, AlphaScreen DNA substrate cleavage; further: nearly all actives have a fitted effect of over 40% in size
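E. coli-derived human Tdp1, 1 nM final. Cpd preinc 15 min RT; substrate 15 nM final, 5 min RT; AS bead mix 10 ug/ml final, 10 min RT. Signal loss = tyrosine-FITC cleavage. No-enzyme wells = max signal.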
DT40 TDP1 no CPT: qHTS for Inhibitors of human tyrosyl-DNA phosphodiesterase 1 (TDP1): qHTS in cells in absence of CPT. DT40 Tdp1-/- hTDP1 cells, no CPT, ATP luminescence, 48 h. Potency, µM (top dose mostly 46.2 µM), without a hit: at the highest dose activity change, negative = growth inhibition, actives largely listed as inhibitors. hit rate 15% among 420,000; further: nearly all actives have a fitted effect of over 55% in size
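Luminescent ATP content (CellTiter-Glo) served as the growth readout. Knockout chicken DT40 cells expressing human TDP1 were exposed to compounds without camptothecin for a minimum 48 hr at 37 °C.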
GCN5L2 inh: qHTS Assay for Inhibitors of GCN5L2; AID 504327, 2011; Histone acetyltransferase KAT2A (Homo sapiens), Q92830; Potency, µM (doses to about 58.9 µM), for the others: at the top dose activity change, negative = inhibition, hits mostly inhibitors; GCN5L2 HAT assay, ThioGlo1 CoA-SH fluorescence; hit rate 0.21% among 390,000
Target sequence (Q92830 whole entry, looked up): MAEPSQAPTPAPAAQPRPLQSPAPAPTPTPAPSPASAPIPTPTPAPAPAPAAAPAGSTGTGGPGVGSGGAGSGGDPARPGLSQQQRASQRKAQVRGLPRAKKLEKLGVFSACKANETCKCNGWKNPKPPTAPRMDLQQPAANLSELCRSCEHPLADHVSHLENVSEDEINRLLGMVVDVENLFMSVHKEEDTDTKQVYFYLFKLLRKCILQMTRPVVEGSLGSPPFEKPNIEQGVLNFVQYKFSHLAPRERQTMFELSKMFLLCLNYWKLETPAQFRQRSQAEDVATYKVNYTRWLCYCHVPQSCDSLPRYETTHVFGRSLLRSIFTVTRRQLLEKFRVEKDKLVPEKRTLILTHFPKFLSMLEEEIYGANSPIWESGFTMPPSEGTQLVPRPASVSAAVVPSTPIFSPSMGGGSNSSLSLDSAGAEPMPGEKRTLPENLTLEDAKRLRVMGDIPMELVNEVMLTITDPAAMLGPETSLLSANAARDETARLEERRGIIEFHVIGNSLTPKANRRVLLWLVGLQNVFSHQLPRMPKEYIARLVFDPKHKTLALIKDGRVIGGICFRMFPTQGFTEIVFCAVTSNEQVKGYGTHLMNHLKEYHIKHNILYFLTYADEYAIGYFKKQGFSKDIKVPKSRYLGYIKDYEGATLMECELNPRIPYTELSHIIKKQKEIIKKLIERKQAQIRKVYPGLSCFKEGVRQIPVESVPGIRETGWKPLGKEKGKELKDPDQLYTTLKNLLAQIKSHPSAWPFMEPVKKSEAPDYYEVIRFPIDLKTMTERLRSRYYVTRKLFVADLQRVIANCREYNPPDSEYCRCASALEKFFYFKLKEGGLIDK
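Titration-based screen in which CoA formation is detected via maleimide probe ThioGlo1 (50uM) turning fluorescent on thiol reaction; substrates H3(1-25) 75uM and acetyl-CoA 70uM, GCN5L2 20nM, 20 min incubation at room temperature.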
* marks the source's active call; other numbers are inactive results; ? = inconclusive; / = no result given; & = joins results of further samples; [ ] = dose if it differs, or a comment. The call rests on the fitted dose curve; in most records, active means well fitted curve in the direction sought with a large enough effect; inconclusive means small, poorly fitted or top-dose-only effect, or another doubt; inactive means no such curve, though single readings can be large; an effect the other way counts as inactive or inconclusive. On the % scale 0 is the no-effect control and ±100 the full control effect; potency means the concentration at half of the fitted maximal effect.

Preview, 20 compounds:
SMILES	TDP1 inh	DT40 TDP1 no CPT	GCN5L2 inh
Cc1occc1-c1nnc(SCC(=O)NC(C)(C)C)n1CC(C)C	-3%	1%	-5%
Cc1cc(NC(=O)CCC(=O)N(Cc2ccco2)C2(C(=O)NC3CCCCC3)CCN(C)CC2)no1	0%	9%	-5%
COc1cccc(CN(C)C(=O)c2cc(S(=O)(=O)N3CCCCCC3)ccc2OC)c1	1%	?	-1%
COc1ccccc1N1CCN(C(=O)CSc2nnc3c4ccccc4nc(Cc4ccccc4)n23)CC1	1%	/	1%
CCc1ccc2oc(-c3cccc(NC(=O)c4cc5ccccc5o4)c3)nc2c1	-15%[12.3 µM]	?	3%
O=C(O)CC1(c2ccc(F)cc2)C2CC3CC(C2)CC1C3 (centres undefined)	/	-19%	-7%
O=[N+]([O-])/C=C/c1cc2ccccc2[nH]1	1%	18µM*	3%
Cc1n[nH]c(C)c1S(=O)(=O)N1CCCCCC1	6%	-9%	-3%
Cc1cccc(N2C(=O)C(Cl)=C(N3CCOCC3)C2=O)c1	0%	-18%	-1%
O=C(CCCN1C(=O)/C(=C/c2cccs2)SC1=S)Nc1ccc(C(=O)O)cc1	1%	-20%	-2%
Cc1scc(C(=O)N/N=C/c2ccc(OCC(C)C)cc2)c1C	6%	?	-4%
O=C(COC(=O)/C=C/c1ccco1)NCc1ccccc1	/	-2%	2%
O=C(N/N=C/c1c[nH]c2ccccc12)c1[nH]c2ccc(Br)cc2c1-c1ccccc1	-3%	3.7µM*	-6%
Cc1ccc2nc(NC(=O)C3CCN(S(=O)(=O)c4cccc5nsnc45)CC3)sc2c1	0%	?	-1%
N/C(=N\OC(=O)c1ccc([N+](=O)[O-])cc1Cl)c1ccccn1	/	?	-4%
N#Cc1nc(-c2ccc(Cl)cc2)oc1NCC1CCCO1 (centres undefined)	-3%	-1%	-4%
C=CCn1cccc(C(=O)Nc2ccc(C)c(Cl)c2)c1=O	/	-23%	3%
COc1cc([C@@H]2c3cc4c(cc3[C@@H](NC3CCN(Cc5ccccc5)CC3)[C@H]3COC(=O)[C@H]23)OCO4)cc(OC)c1O	1%	/	-8%
CCCCN(CC)C(=O)CSc1cc(=O)n(C)c2ccccc12	0%	?	0%
CCOC(=O)c1cc2cc(CC(=O)c3ccc(OCC)cc3O)ccc2o1	3%	?	1%

Main list, repeating the preview:
SMILES	TDP1 inh	DT40 TDP1 no CPT	GCN5L2 inh
Cc1occc1-c1nnc(SCC(=O)NC(C)(C)C)n1CC(C)C	-3%	1%	-5%
Cc1cc(NC(=O)CCC(=O)N(Cc2ccco2)C2(C(=O)NC3CCCCC3)CCN(C)CC2)no1	0%	9%	-5%
COc1cccc(CN(C)C(=O)c2cc(S(=O)(=O)N3CCCCCC3)ccc2OC)c1	1%	?	-1%
COc1ccccc1N1CCN(C(=O)CSc2nnc3c4ccccc4nc(Cc4ccccc4)n23)CC1	1%	/	1%
CCc1ccc2oc(-c3cccc(NC(=O)c4cc5ccccc5o4)c3)nc2c1	-15%[12.3 µM]	?	3%
O=C(O)CC1(c2ccc(F)cc2)C2CC3CC(C2)CC1C3 (centres undefined)	/	-19%	-7%
O=[N+]([O-])/C=C/c1cc2ccccc2[nH]1	1%	18µM*	3%
Cc1n[nH]c(C)c1S(=O)(=O)N1CCCCCC1	6%	-9%	-3%
Cc1cccc(N2C(=O)C(Cl)=C(N3CCOCC3)C2=O)c1	0%	-18%	-1%
O=C(CCCN1C(=O)/C(=C/c2cccs2)SC1=S)Nc1ccc(C(=O)O)cc1	1%	-20%	-2%
Cc1scc(C(=O)N/N=C/c2ccc(OCC(C)C)cc2)c1C	6%	?	-4%
O=C(COC(=O)/C=C/c1ccco1)NCc1ccccc1	/	-2%	2%
O=C(N/N=C/c1c[nH]c2ccccc12)c1[nH]c2ccc(Br)cc2c1-c1ccccc1	-3%	3.7µM*	-6%
Cc1ccc2nc(NC(=O)C3CCN(S(=O)(=O)c4cccc5nsnc45)CC3)sc2c1	0%	?	-1%
N/C(=N\OC(=O)c1ccc([N+](=O)[O-])cc1Cl)c1ccccn1	/	?	-4%
N#Cc1nc(-c2ccc(Cl)cc2)oc1NCC1CCCO1 (centres undefined)	-3%	-1%	-4%
C=CCn1cccc(C(=O)Nc2ccc(C)c(Cl)c2)c1=O	/	-23%	3%
COc1cc([C@@H]2c3cc4c(cc3[C@@H](NC3CCN(Cc5ccccc5)CC3)[C@H]3COC(=O)[C@H]23)OCO4)cc(OC)c1O	1%	/	-8%
CCCCN(CC)C(=O)CSc1cc(=O)n(C)c2ccccc12	0%	?	0%
CCOC(=O)c1cc2cc(CC(=O)c3ccc(OCC)cc3O)ccc2o1	3%	?	1%
O=c1cc2c(n[nH]1)-c1ccccc1CC2	/	-2%	-6%
CC(=O)Nc1ccc(C(=O)OCCCOC(=O)c2ccc(NC(C)=O)cc2)cc1	2%	8%	-11%
O=C(NCc1ccccn1)c1cccc(NS(=O)(=O)c2ccccc2F)c1	-3%	-8%	-2%
COc1ccc(C(=O)Nc2nnc(SCC(=O)NCc3ccco3)s2)c(OC)c1	4%	?	-8%
CCN1CCN(S(=O)(=O)c2ccc(Cl)c(C(=O)N(C)Cc3cccs3)c2)CC1	2%	?	-4%
Cc1nn(Cc2ccccc2Cl)c(C)c1C(=O)NC1=NCCS1	2%	-15%	-5%
CCOc1cc(/C=C2/NC(=O)N(CC(=O)Nc3cccc(C)c3)C2=O)ccc1OC	-2%	-9%	-9%
Cc1ccc(NC(=O)C(=O)NCCN2CCN(C(=O)C(c3ccccc3)c3ccccc3)CC2)cc1	2%	18µM*	?
Cc1cc(C)n2nc(SCc3nnc(SCc4ccccc4)s3)nc2n1	5%	?	-6%
O=C(Nc1ccncc1)c1cc(-c2cccc(Br)c2)nc2ccccc12	/	?	-27%
CCC(C)NC(=O)CSc1nc2cc3c(cc2c(=O)n1CCCCCC(=O)NCc1ccc2c(c1)OCO2)OCO3 (centres undefined)	-1%	-22%	-5%
COC(=O)[C@@H]1C[C@H]2CC[C@H](O)C[C@H]2N1Cc1ccc(Cl)cc1	2%&4%	?	2%
Cc1ccccc1N=C(N)Nc1ccccc1C	3%	?	-2%&15%&-8%
CCOc1ccc(NC(=O)c2ccc3c(c2)C(=O)N(Cc2ccncc2)C3=O)cc1	-3%	-19%	0%
O=C(N=C1SC2CS(=O)(=O)CC2N1c1ccccc1F)C1CCCCC1 (centres undefined)	1%	1%	-21%
COC(=O)c1cccnc1N1CCN(c2ccccc2F)CC1	-6%	1%	2%
COc1ccc(-c2noc(CCC(=O)N3CCN(c4cccc(F)c4)CC3)n2)cc1	1%[56.1 µM]	?	-1%
NC(=O)COc1ccc(C23CC4CC(CC(C4)C2)C3)cc1	-1%	?	-4%
COC(=O)c1cc(OC)c(OC)cc1NC(=S)N1CCOCC1	/	-1%	2%
FC(F)(F)c1ccccc1NC(=S)Nc1cccc(Cl)c1	-3%	?	8%
CCC(/C=C1\Sc2ccc(OC)cc2N1CC)=C\c1sc2ccc(OC)cc2[n+]1CCCS(=O)(=O)[O-]	-3%	1.8µM*	3%
COc1ccc(N=C2NN=C(c3ccc4c(c3)OCCO4)CS2)cc1	4%	26µM*	0%
CCC(C)(C)C(=O)Nc1ccc(C(N)=O)cc1	0%	-7%	-1%
CCCSc1nc(N)c2c3c(sc2n1)CN(C)CC3	-1%	23µM*	0%
O=C(CCN1CCN2CCCC2C1)N1c2ccccc2Sc2ccc(Cl)cc21 (centres undefined)	3%	?	2%&-12%
C(#CC1CCCC1)c1ccc2c(c1)COc1c3ccccc3nn1-2	5%	-28%	23%
Oc1c(C=Nc2ccccc2Cl)[nH]c2ccccc12	7%	-6%	-1%
Cc1cc(Br)c(NC(=O)CCl)c(Br)c1	-2%	?	-2%
O=C(Nc1cc2c(cc1[N+](=O)[O-])OCCO2)c1cccnc1	-5%	-16%	1%
CN1C(=O)NC(c2ccccc2)C2=C1CN(c1ccc3ccccc3c1)C2=O (centres undefined)	5%	?	-9%
Cc1[nH]c2ccccc2c1/C=N/n1cnnc1	7%	-19%	-5%
CSc1ncc(C(=O)O)n1-c1ccc(F)cc1	1%	-18%	1%
CCOc1ccc(CCNC(=O)c2cc3n(n2)CCCN(Cc2ccc(C)cc2)C3=O)cc1OCC	9%	15µM*	-7%
COc1ccc(CNC(=O)CCC(=O)N2CC3CCCN3c3ccccc32)cc1 (centres undefined)	6%	21µM*	4%
Cc1ccc(-c2noc(CCC(=O)Nc3cc(C)ccn3)n2)cc1	4%	-1%	0%
O=C(Nc1ncc(S(=O)(=O)c2ccc([N+](=O)[O-])cc2)s1)c1cccc2ccccc12	6%	21µM*	-5%
O=C(NCC(F)(F)F)Nc1ccccn1	-2%	12%	-4%
CC1(C)CC23C(=O)CCC(O)C2(C)CCC13 (centres undefined)	4%	-6%	0%
Cc1cc(=O)[nH]c(SCC(=O)Nc2c(C)n(C)n(-c3ccccc3)c2=O)c1C#N	2%	-3%	0%
CCn1cc(CN2CCC(C(=O)Nc3ccc(Oc4cccnc4)cc3)CC2)cn1	6%	-3%	-3%
Carrying on.
SMILES	TDP1 inh	DT40 TDP1 no CPT	GCN5L2 inh
O=c1cc(Nc2ccc3c(c2)OCCO3)[nH]c(=O)n1-c1ccc(Cl)cc1	0%	18µM*	-2%
COc1cc(F)ccc1S(=O)(=O)NCc1cccnc1	/	0%	2%
O=Cc1cc(-c2ccccc2)[nH]c1-c1ccccc1	/	14%	0%
Cc1ccc(CNC(=O)CCc2nnc(Cc3ccc(-c4ccccc4)cc3)o2)o1	-1%	?	14%
COC(=O)c1ccccc1NC(=O)Nc1cccs1	2%[56.1 µM]	-18%	0%
O=C(/C=C/c1ccccc1)Nc1scc(-c2ccccc2)c1C(=O)O	2%	?	2%
CC(=O)c1cccc(NC(=O)C2C3C=CC(C3)C2C(=O)O)c1 (centres undefined)	3%	-14%	28%
CC(=O)OCC(=O)[C@@]1(OC(C)=O)[C@H](C)C[C@H]2[C@@H]3C[C@H](F)C4=CC(=O)C=C[C@@]4(C)[C@]3(F)[C@H](O)C[C@@]21C	-2%[21 µM]	/	5%[21.4 µM]
Cc1ccccc1-c1nc2cc(NC(=O)Cc3ccc(Cl)cc3)ccc2o1	-3%[12.3 µM]	21µM*	2%
CCCCOCc1cc(CN2CCN(c3cccc(Cl)c3)CC2)c(O)c2ncccc12	10%	3.3µM*	20µM*
O=[N+]([O-])c1cccc(NC(=S)N2CCc3ccccc32)c1	7%	12%	-9%
O=C1CCCC2=C1C1(O)C(=O)c3ccccc3C1(O)O2 (centres undefined)	-1%	?	-3%
COc1ccc(Cl)cc1NC(=O)C(C)Sc1nncn1C (centres undefined)	1%	-2%	-5%
COc1ccc(NC(=O)CSc2nc3c([nH]c4ccccc43)c(=O)n2C)cc1	-2%&5%	7%&-23%	-10%&1%
CCC(C)C(NS(=O)(=O)c1ccc(C)cc1)C(=O)O (centres undefined)	3%	4%	1%
COc1ccc(C=NNC(=O)c2ccccc2OCc2ccc(F)cc2)c(OC)c1	-1%	?	-5%
COc1ccc(-c2nn3c(-c4ccc(C)cc4)nnc3c3ccccc23)cc1	1%	-18%	-12%
CCN(CC)S(=O)(=O)c1ccc(Cl)c(NC(=O)c2ccncc2)c1	2%	-13%	-6%

Sorted by length of the SMILES (low to high): 3 of the compounds above
SMILES	TDP1 inh	DT40 TDP1 no CPT	GCN5L2 inh
COc1ccc(Cl)cc1NC(=O)C(C)Sc1nncn1C (centres undefined)	1%	-2%	-5%
O=c1cc(Nc2ccc3c(c2)OCCO3)[nH]c(=O)n1-c1ccc(Cl)cc1	0%	18µM*	-2%
O=C(CCCN1C(=O)/C(=C/c2cccs2)SC1=S)Nc1ccc(C(=O)O)cc1	1%	-20%	-2%

Some of the compounds tested; count on the stated rates, not on these rows.
